NCI-60 one-dose screen, 48 h, at 10 µM unless noted. Numbers give growth in % (100 = growth as untreated, 0 = no growth, -100 = all killed).
NCI-H226: NCI-H226 lung cancer | hit rate 3.5% among 79,000
COLO 205: COLO 205 colon cancer | AID 1794742 | hit rate 7.3% among 79,000
NCI/ADR-RES: NCI/ADR-RES ovarian cells. hit rate 4.4% among 81,000
NCI-H522: NCI-H522 lung cancer. hit rate 8% among 78,000. AID 1794739
HCT-15: HCT-15 colon cancer | hit rate 5.2% among 82,000 | AID 1794746
NCI-H23: NCI-H23 lung cancer | hit rate 4% among 80,000
NCI-H322M: NCI-H322M lung cancer; hit rate 2.7% among 80,000; AID 1794733
HCT-116: HCT-116 colon cancer; hit rate 7.3% among 82,000
NCI-H460: NCI-H460 lung cancer | hit rate 6.8% among 82,000 | AID 1794736
An asterisk follows results filed as active; nt = not tested or not shown; & = joins results of further samples; [ ] = dose if it differs, or a comment. Rule for the calls: active = growth percent below 10; inactive = the rest.

SMILES	NCI-H226	COLO 205	NCI/ADR-RES	NCI-H522	HCT-15	NCI-H23	NCI-H322M	HCT-116	NCI-H460
Cc1cc(C#Cc2ccc(C(C)(C)C)cc2)ccc1-n1c(/C=C/c2cccc(O)c2)nc2ccccc2c1=O	98	93	75	74	53	69	60	37	49
CC(=O)Oc1ccccc1C(=O)Nc1ccc(C(=O)/C=C/c2ccccc2)cc1	112	113	108	100	103	nt	106	107	108
COc1ccc(-c2cc(-c3cccn3C)c(C#N)c(=O)n2C(=S)Nc2ccc(F)cc2)cc1OC	104	109	93	103	102	88	90	96	101
OCC1OC(n2cnc3cncnc32)C(O)C1O (stereo unspecified)	90	93	104	67	97	99	95	95	107
CCCCCCOC(=O)N1CCCCC1	86	120	107	92	100	101	94	106	107
CC(C)(C)OC(=O)N1CCC2(CC1)NC(=O)c1ccccc1N2	98	nt	109	84	114	101	109	103	107
[O-][n+]1onc(-c2ccccc2)c1CNc1ccc(Nc2nc(C(F)(F)F)nc3c2cnn3-c2ccc(Br)cc2)cc1	77	75	66	73	38	72	74	47	36
CSc1nsc(SC)c1-c1ccc(Cl)cc1	100	119	nt	101	88	98	95	84	97
CC(=O)Nc1cccc(CC(=S)N2CCOCC2)c1	114	116	110	113	113	122	122	108	111
COc1ccc(/C=C2\C=C(c3ccc(Cl)c(Cl)c3)N(C(=O)c3ccccc3)NC2=O)cc1	78	98	93	78	93	92	93	89	98
CC(/C(=N\N=C(N)N)c1ccccc1)N(C)C (stereo unspecified)	100	108	98	104	105	95	105	103	105
O=S(=O)(CCc1ccccc1)CS(=O)(=O)CCc1ccccc1	102	106	112	nt	107	132	104	114	106
CCOC(=O)/C(=C\c1ccccc1)C(=O)O	104	nt	101	112	101	100	105	101	103
CC1(C)CC(=O)C2=C(C1)OC(C(=O)c1ccccc1)C2c1cccc(Oc2ccccc2)c1 (stereo unspecified)	53	38	38	38	46	48	75	34	51
CC(C)c1cc(C(C)C)c(S(=O)(=O)Oc2ccc(NC(=O)C3CCCCCC3)cc2)c(C(C)C)c1	68	108	84	60	75	64	90	51	81
CN1CC(c2ccc(Br)cc2)C(C(=O)c2ccc(Br)cc2)C12C(=O)Nc1ccccc12 (stereo unspecified)	74	77	59	58	59	68	90	40	73
O=C(Nc1cccnc1Nc1ccc(Cl)cc1)c1cn(Cc2ccc(F)cc2)nn1	94	124	96	91	95	99	98	85	107
CCC(=O)O[C@]1(C(=O)CCl)[C@@H](C)CC2C3CCC4=CC(=O)C=C[C@]4(C)[C@@]3(F)[C@@H](O)C[C@@]21C (stereo partly specified)	78	99	73	93	92	103	94	99	88
CC(=O)OC1CC2CCC3C(CCC4(C)C3CC([N+]3(C)CCCCC3)C4OC(C)=O)C2(C)CC1[N+]1(C)CCCCC1 (stereo unspecified)	106	112	113	79	99	108	122	114	111
CN(C)C1CCN(C(=O)c2ccc(NC(=O)Nc3ccc(-c4nc(N5CCOCC5)nc(N5CCOCC5)n4)cc3)cc2)CC1	-18*[2.5 µM]	-31*[2.5 µM]	96[2.5 µM]	8.9*[2.5 µM]	74[2.5 µM]	8.5*[2.5 µM]	-30*[2.5 µM]	13[2.5 µM]	6.4*[2.5 µM]
CN1C(=O)CCC1=O	96	113	101	88	110	95	99	100	118
Oc1ccc(N=Nc2ccccc2)cc1	98	114	96	86	92	95	98	92	108
O=C(Nc1cccc(F)c1)Nc1cccc(Cn2c(=O)[nH]c3ccc(Oc4ncccn4)cc3c2=O)c1	71	nt	95	58	99	73	80	75	nt
CC(=O)c1cc(C(C)C)cc(CCC(C)C)c1C	104	122	91	87	99	88	113	84	105
O=C(C(=O)N1CCCCC1)c1cn(CCCn2cc(C(=O)C(=O)N3CCCCC3)c3ccccc32)c2ccccc12	96	111	103	nt	103	101	96	97	114
Clc1ccc([C@@H]2C[C@@H]3Cc4cc(Br)c5ccccc5c4N2O3)c(Cl)c1	96	98	56	44	nt	79	91	77	93
Nc1cccc(-c2nc3sccn3c2-c2ccnc(NCCCNS(=O)(=O)c3cccc(F)c3)n2)c1	48	42	65	48	41	69	83	65	56
Cc1cc(N)c2cc(N)ccc2n1	98	106	103	98	97	96	108	104	96
Cn1cc(-c2nonc2-c2c[nH]c3ccccc23)c2ccccc21	44	-23*	5.1*	-5.4*	17	30	34	5.4*	4.9*
O=C1C(=O)N(CCCCn2cc(-c3ccc(F)cc3)nn2)c2ccccc21	87	113	90	90	93	92	101	94	104
CCN1C(=O)/C(=C2\S/C(=N\Nc3ccccc3)N(C)C2=O)c2ccccc21	89	105	102	94	106	99	97	102	109
CC(C)(C)C(=O)OCOP(=O)(OCOC(=O)C(C)(C)C)C1CC(O)N(O)C1=O (stereo unspecified)	72	45	45	8.0*	35	21	30	21	nt
COc1ccc(CNC(=O)C(O)C(Cc2ccccc2)NC(=O)c2[nH]c3ccccc3c(=O)c2C)cc1OC (stereo unspecified)	98	123	107	93	101	102	104	106	103
CNc1ncc(-c2ccc(C(F)(F)F)cc2)c(NC2CCCCCC2)n1	70	69	65	58	81	63	77	56	88
Oc1cccc(-c2nc3cc4nc5ccccc5[nH]c4cc3n2)c1	107	112	106	89	95	94	98	88	96
CCCCC/C(C=Nc1ccccc1C(=O)OC)=C\c1ccccc1	94	113	105	83	93	106	99	100	107
OC(CNC1CCCCC1)CO/N=C1\CCSc2c(Cl)cccc21 (stereo unspecified)	84	82	90	89	98	90	83	90	89
Cc1ccc(CCNc2ncnc(Cl)c2N)cc1	65	105&95	71&58	62&77	77&89	62&48	104	50&45	74&68
CCc1ccc(CC)c(CC)c1CC	97	108	99	92	107	102	107	103	111
CCCc1nc(C)c2c(=O)[nH]c(-c3cc(S(=O)(=O)N4CCN(CC)CC4)ccc3OCC)nn12	116	105	100	69	106	100	100	105	115
Cc1ccc(S(=O)(=O)OCCCCl)cc1	95	98	103	98	104	94	94	94	103
CSc1nc(Nc2cccc(NC(=O)CCl)c2)c(C#N)c(-c2cccc([N+](=O)[O-])c2)n1	42	36	57	-56*	17	40	97	-6.0*	87
Cc1ccc(/C(=N/c2sc(-c3ccccc3)nc2-c2ccccc2)N2CCN(c3ccccc3)CC2)cc1	105	112	106	104	103	nt	102	108	101
O=S(=O)(c1cccc2ncccc12)N1CCN(c2nccc(-c3c(-c4cccc(F)c4)nc4sccn34)n2)CC1	69	78	60	76	68	72	81	58	80
COc1cc(/C=C2\CCCC3=C2N=C2SC=NN2C3c2cc(OC)c(OC)c(OC)c2)cc(OC)c1OC (stereo unspecified)	14	26	18	47	6.6*	29	28	-24*	1.2*
O=C(O)CSc1nc2ccc(Br)cc2[nH]1	102	105	110	nt	99	98	124	109	113
C/C(=C\CCc1ccoc1)CC/C=C(\C)CCCN1CCCCC1	85	81	81	nt	71	85	57	72	84
O=C(CCN1CCCC1)c1ccc([N+](=O)[O-])cc1	99	107	100	2.1*	100	101	101	105	108
O=C1O/C(=C\c2ccccc2)c2ccccc21	97	121	115	79	99	103	100	84	107
C=C1C(=O)O[C@H]2[C@H]1CC/C(Cn1cc(Cn3ccc4ccccc43)nn1)=C\CC[C@@]1(C)O[C@@H]21	77	-71*	78	-61*	-34*	46	80	-90*	87
O=CN1N=C(c2ccc3c(c2)OCO3)CC1c1ccc(F)cc1 (stereo unspecified)	72	101	82	nt	81	74	86	75	85
Brc1ccccc1Cn1c(-c2cncs2)nc2ccccc21	70	85	83	67	83	85	87	73	81
Cc1nc(Nc2ncc(C(=O)Nc3c(C)cccc3Cl)s2)cc(N2CCN(CCCNC(=O)COc3ccc(C4CCC(=O)NC4=O)cc3)CC2)n1 (stereo unspecified)	68	10	106	17	68	69	21	42	96
Cc1cccc(C)c1Nc1nnc(-c2ccc(Cl)cc2)o1	58	77	53	78	39	73	88	90	49
COc1ccc(-c2nn(-c3cccc(Cl)c3)cc2-c2cc(-c3ccc(Br)cc3)nc(N)c2C#N)cc1	78	117	102	78	103	97	96	101	103
CC(=O)c1sc(N2N=C(C)CC2c2ccc(N(C)C)cc2)nc1C (stereo unspecified)	78	113	92	72	93	100	100	101	102
CCOc1cc2c(Cl)ncnc2c(OCC)c1OCC	92	96	92	59	55	80	65	50	99
Cc1ccc(-c2n[nH]c(=O)c3c2sc2ncc(-c4ccc(C)cc4)n23)cc1	93	110	112	78	110	98	94	97	104
COc1ccc(Cl)cc1NC(=O)c1cc2c([nH]1)-c1nc(N)sc1CCC2	96	121	93	64	98	86	87	110	109
CCCC(=O)Oc1ccc([N+](=O)[O-])cc1	103	107	113	102	104	108	102	100	106

The results go on.
SMILES	NCI-H226	COLO 205	NCI/ADR-RES	NCI-H522	HCT-15	NCI-H23	NCI-H322M	HCT-116	NCI-H460
Cc1nc2n(c(=O)c1CCN1CCC(c3noc4cc(F)ccc34)CC1)CCCC2	84&98	100&109	94&95	79	113&109	98&99	102	90&115	105&100
Fc1cccc(CSc2ncnc3nc[nH]c23)c1	99	107	100	89	102	114	116	100	96
Cc1ccc(-c2cc(C3=C(c4cccs4)NC(=S)NC3C)n[nH]2)o1 (stereo unspecified)	99	86	98	96	100	99	98	59	109
O=S(=O)(Nc1ccc(Cl)cc1)c1ccc(-c2cnc(C3CC3)o2)cc1	61	9.0*	4.4*	11	28	35	44	21	9.0*
Cc1cnc(SCc2ccc(Cl)cc2)nc1N(Cc1ccccc1)Cc1ccccc1	90	110	91	94	97	88	107	75	109
CC12C=CC(=O)C=C1CCC1C2CCC2(C)C(C(=O)CO)CCC12 (stereo unspecified)	95	105	100	nt	102	100	112	98	101
COc1ccc(-c2nc3sc4c(c3c(=O)[nH]2)CCCC4)c2ccccc12	51	-33*	5.3*	1.5*	6.4*	33	38	11	0.6*
Nc1ccc(N=Nc2ccc(-c3ccc(N=Nc4ccc(N)c5cc(S(=O)(=O)O)ccc45)cc3)cc2)c2ccc(S(=O)(=O)O)cc12	103	125	107	87	99	96	96	101	nt
COC(=O)[C@@]1(CCSC)N[C@H](c2ccc(C)s2)[C@@H]2C(=O)N(c3ccc(Cl)cc3)C(=O)[C@@H]21	99	104	105	88	98	97	107	95	101
Cc1ccc(OC(=O)c2ccc(N)cc2O)cc1	104	106	100	100	95	107	93	100	104
O/N=C(\CSc1nnc(-c2ccc(Cl)cc2)o1)c1ccccc1	86	115	94	82	94	87	118	102	92
NS(=O)(=O)c1ccc(N/N=C(/CS(=O)(=O)c2ccccc2)c2cc3ccccc3oc2=O)cc1	95	100	106	91	103	99	95	100	101
CN1CCN(CC(O)COc2c(Br)c(Br)c(Br)c3c2OC(C)(C)C3)CC1 (stereo unspecified)	99	-45*	65	43	29	82	73	21	23
Cc1ncc(CCO)c(CO)c1O	87	108	109	91	92	106	97	98	96
CCC(=O)c1ccc(O)c(OC)c1	72	120	104	88	111	96	106	91	104
Cc1cc(C)c2c(c1)C(c1ccc(O)c(C)c1)(c1ccc(O)c(C)c1)C(=O)N2	84	100	108	78	105	101	99	90	102
CCCC(=O)Nc1ncnc2c1ncn2C1O[C@@H]2COP(=O)(O)O[C@H]2[C@H]1OC(=O)CCC (stereo partly specified)	102	107	102	99	107	105	92	103	108
O=C(/C=C/Nc1ccc(S(=O)(=O)O)cc1)c1ccc(Cl)cc1	105	111	108	104	107	103	110	104	112
O=C(O)c1cc(N2CCCCC2)nc2ccccc12	109	103	114	91	111	100	95	104	101
O=C(/C=C/c1c[nH]c2ccccc12)c1ccc(O)c(CN2CCN(c3ccc(F)cc3)CC2)c1	100	109	103	102	93	100	103	98	106
CCOC(=O)c1c(N)sc2c1CCCC2	83&113	104&111	85&112	69&125	74&127	94&113	87&117	87&110	94&120
O=CC(CO)OC(C=O)n1ccc(=O)[nH]c1=O (stereo unspecified)	104	110	97	86	108	99	109	108	113
COc1cc(/C=C2/C(=O)NC(SCC(=O)N3CCN(c4cc5c(cc4F)c(=O)c(C(=O)O)cn5C4CC4)CC3)=NC2N)ccc1O (stereo unspecified)	103	113	104	92	99	105	113	102	110
COc1ccc(Nc2cnc3cc(NS(=O)(=O)c4ccc(C)cc4)ccc3n2)cc1	94	96	73	36	60	87	nt	80	84
CN1CCN(c2c3c(c(C#N)c4nc5ccccc5n24)CCC3)CC1	89	107	95	93	99	96	103	95	105
Cc1cn([C@H]2C=C[C@@H](CO)O2)c(=O)[nH]c1=O	102	112	104	nt	120	110	nt	109	105

7 entries drawn at random from the list so far, as already listed:
SMILES	NCI-H226	COLO 205	NCI/ADR-RES	NCI-H522	HCT-15	NCI-H23	NCI-H322M	HCT-116	NCI-H460
CCOC(=O)/C(=C\c1ccccc1)C(=O)O	104	nt	101	112	101	100	105	101	103
CN1CCN(CC(O)COc2c(Br)c(Br)c(Br)c3c2OC(C)(C)C3)CC1 (stereo unspecified)	99	-45*	65	43	29	82	73	21	23
Cc1ccc(OC(=O)c2ccc(N)cc2O)cc1	104	106	100	100	95	107	93	100	104
CC(/C(=N\N=C(N)N)c1ccccc1)N(C)C (stereo unspecified)	100	108	98	104	105	95	105	103	105
Nc1ccc(N=Nc2ccc(-c3ccc(N=Nc4ccc(N)c5cc(S(=O)(=O)O)ccc45)cc3)cc2)c2ccc(S(=O)(=O)O)cc12	103	125	107	87	99	96	96	101	nt
Cc1cn([C@H]2C=C[C@@H](CO)O2)c(=O)[nH]c1=O	102	112	104	nt	120	110	nt	109	105
COc1ccc(Cl)cc1NC(=O)c1cc2c([nH]1)-c1nc(N)sc1CCC2	96	121	93	64	98	86	87	110	109

Assay outcomes from PubChem BioAssay.
